GAA glycogen: qHTS Assay for Inhibitors and Activators of Human alpha-Glucosidase Cleavage of Glycogen; Lysosomal alpha-glucosidase (Homo sapiens), P10253; recombinant GAA, glycogen substrate, Amplex Red glucose oxidase fluorescence; Potency, µM (titrated, usually from 76.4 µM), inactives show top-dose activity change, negative = inhibition, hits mostly inhibitors; 300,000 compounds, 0.38% hits; AID 2100, 2009; active = well fitted inhibition curve with a large enough effect; inconclusive = small, poorly fitted or top-dose-only effect, or another doubt; inactive = no such curve, though single readings can be large or run the other way;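 also: 0% = full enzyme reaction and -100% = no-enzyme basal signal; the screen sought inhibitors and activators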
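Recombinant human enzyme (4 nM); glycogen substrate; 37 C, 40 min, pH 5.0. Readout: coupled glucose oxidase/Amplex Red fluorescence.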
Active calls of the source: *; [ ] = dose if it differs, or a comment. Potency is read from the fitted curve at half-maximal effect. Only part of the results is shown (hit frequency here may not be typical).

For O=C(NCCc1ccccn1)C1CCCN1S(=O)(=O)c1ccc(Cl)cc1 (centres undefined) the results were GAA glycogen -3%[76.3 µM].
Screening CN(C)C(=O)C(OC(=O)c1ccc2c(c1)CCCC2)c1ccccc1 (centres undefined) returned GAA glycogen -10%.
CCc1ccc(OCc2ccc(C(=O)OC)o2)cc1 was read as GAA glycogen -3%.
CCOCCCNC(=O)c1ccc2c(c1)ncn2-c1ccc(C)cc1C was read as GAA glycogen -2%.
For CCCc1cc2nnc(SCC(=O)N(C)C3CCCCC3)n2c(N)n1 the results were GAA glycogen 12%.
CCCCC1CCC(C(=O)N(CCCC)c2c(N)n(CCCC)c(=O)[nH]c2=O)CC1 (centres undefined) was read as GAA glycogen 5%[76.3 µM].
Screening Cc1ccc(C)c(NC(=O)CCN2C(=O)[C@@H]3Cc4ccccc4CN3C2=O)c1 returned GAA glycogen -3%[76.3 µM].
COc1ccc(N(C(=O)c2ccco2)C(C(=O)NC2CCCC2)c2cc(OC)c(OC)c(OC)c2)cc1 (centres undefined) was read as GAA glycogen -18%.
CCOC(=O)Cc1csc(SC(C)C(=O)NCC(=O)Nc2ccc(F)c(F)c2F)n1 (centres undefined) was read as GAA glycogen -1%[76.3 µM].
For O=C(Nc1nnc(C2CC2)s1)c1cccs1 the results were GAA glycogen -5%[76.3 µM].
Screening CN(C)CCCNC(=S)NCC(c1ccc(Cl)cc1Cl)c1c[nH]c2ccccc12 (centres undefined) returned GAA glycogen -2%[76.3 µM].
Screening COc1ccc(OC)c(S(=O)(=O)N2CCN(c3ncccn3)CC2)c1 returned GAA glycogen -6%.
COc1ccc(C2=NN(c3ccc(C(=O)O)cc3)C(c3ccc(OC)c(OC)c3)C2)cc1 (centres undefined) was read as GAA glycogen -17%.
For Cc1cc(Br)ccc1NC(=O)CN(C)C(=O)c1cc(S(=O)(=O)N(C)C)ccc1N1CCCC1 the results were GAA glycogen -3%[76.3 µM].
Screening COc1ccc(-c2ccc(C(=O)C3CC3)cc2)cc1 returned GAA glycogen 1%.
Screening CCc1ccc(NC(=O)Cn2nnc(C(=O)NCc3ccc4c(c3)OCO4)c2N)cc1 returned GAA glycogen 0%[76.3 µM].
`COc1cccc(CN2CC(C(=O)NCCCn3ccnc3C)CCC2=O)c1` (centres undefined) gave GAA glycogen 6%[76.3 µM].
Screening COc1ccc(-c2noc(CNS(=O)(=O)c3ccccc3)n2)cc1 returned GAA glycogen 0%[76.3 µM].
`Cc1ccc2ccc(S(=O)(=O)NCc3ccco3)cc2c1` gave GAA glycogen -1%.
For COc1ccc(/C=N/NC2=NS(=O)(=O)c3ccccc32)cc1OC(C)=O the results were GAA glycogen -26%.
Cc1ccc(C)c(N(C(=O)c2ccco2)C(C(=O)NC2CCCC2)c2ccco2)c1 (centres undefined) was read as GAA glycogen 5%.
COCc1c(C(=O)N/N=C/c2c[nH]c3ccccc23)nnn1-c1nonc1N was read as GAA glycogen -1%.
Cc1ccc(S(=O)(=O)N2CCOCC2)cc1C(=O)N1CCC(Cc2ccccc2)CC1 was read as GAA glycogen 0%[76.3 µM].
COc1ccc(CNC(=O)C2CCCN(S(=O)(=O)c3c(C)noc3/C=C/N(C)C)C2)cc1 (centres undefined) was read as GAA glycogen 0%[76.3 µM].
Screening NC(=O)C(c1ccccc1)c1ccc(C(=O)c2ccccc2)cc1 (centres undefined) returned GAA glycogen 2%.
COc1ccc(NC(=O)c2cc(-c3cc(C)c(C)cc3O)n[nH]2)c(OC)c1 was read as GAA glycogen -5%.
Screening O=C1Nc2cc(C(=O)N3CCC(N4CCCCC4)CC3)ccc2S/C1=C\c1ccccc1 returned GAA glycogen -3%[76.3 µM].
Fc1cccc(/C=N/Nc2nncc3ccccc23)c1 was read as GAA glycogen -5%.
Screening COc1ccc(OCC(=O)Nc2cc3c(cc2C(=O)O)OCCCO3)cc1 returned GAA glycogen 8%.
For c1ccc(CN2CCN(c3nc4ccccc4s3)CC2)cc1 the results were GAA glycogen -9%.
Screening Nc1ccc(-c2nc3ccccc3s2)cn1 returned GAA glycogen -5%.
`COc1ccccc1NC(=O)/C(C#N)=C/c1ccc(OCCN2CCOCC2)c(OC)c1` gave GAA glycogen -3%[76.3 µM].
`CN(C)CCCN(C(=O)c1ccc(S(=O)(=O)N2CCCCC2)cc1)c1nc2cc3c(cc2s1)OCO3` gave GAA glycogen 1%[76.3 µM].
CC(Sc1n[nH]c(N)n1)C(=O)NC1CCCCC1C (centres undefined) was read as GAA glycogen -1%[76.3 µM].
For O=C(CSc1nnc(CNC(=O)c2cccs2)o1)Nc1ccccc1F the results were GAA glycogen 4%[76.3 µM].
`COc1ccc(/C=C(/NC(=O)c2ccc(OC)c(OC)c2)C(=O)NCCCn2ccnc2)cc1` gave GAA glycogen -5%[76.3 µM].
Screening CN(CC(=O)Nc1ccccc1Br)C(=O)CNC(=O)Cc1cccc2ccccc12 returned GAA glycogen -4%[76.3 µM].
For CCOc1ccc(S(=O)(=O)N2CCC(C(=O)NCc3ccccn3)CC2)cc1 the results were GAA glycogen -9%[76.3 µM].
O=C1Nc2ccccc2O/C1=C\c1c(F)cccc1Cl was read as GAA glycogen 6%.
COC(=O)c1cc(S(=O)(=O)N2CCN(c3cccc(OC)c3)CC2)cn1C was read as GAA glycogen -6%[76.3 µM].
Screening CC(C)(C)c1ccc(C(=O)NCc2nnc(SCC(=O)NC3CCCCC3)o2)cc1 returned GAA glycogen -2%[76.3 µM].
Screening O=C(O)CCCC(=O)N1CCN(c2nc(-c3ccccc3Cl)c3cc(Br)ccc3n2)CC1 returned GAA glycogen -5%.
Screening C/C(CC(=O)NCCc1ccccc1)=N\NC(=O)COc1ccc(Br)cc1 returned GAA glycogen 0%.
O=C(O)c1cccc(NC(=O)c2cccc(S(=O)(=O)N3CCc4ccccc43)c2)c1 was read as GAA glycogen 1%.
`CCN1CCN(C(=O)CCc2nnc3ccc(N4CCC5(CC4)OCCO5)nn23)CC1` gave GAA glycogen 3%[76.3 µM].

At a glance, part of the list above.
Screening C/C(CC(=O)NCCc1ccccc1)=N\NC(=O)COc1ccc(Br)cc1 returned GAA glycogen 0%.
O=C(O)c1cccc(NC(=O)c2cccc(S(=O)(=O)N3CCc4ccccc43)c2)c1 was read as GAA glycogen 1%.
`CCN1CCN(C(=O)CCc2nnc3ccc(N4CCC5(CC4)OCCO5)nn23)CC1` gave GAA glycogen 3%[76.3 µM].

The listing picks up with the three entries that preceded the break.
Screening C/C(CC(=O)NCCc1ccccc1)=N\NC(=O)COc1ccc(Br)cc1 returned GAA glycogen 0%.
O=C(O)c1cccc(NC(=O)c2cccc(S(=O)(=O)N3CCc4ccccc43)c2)c1 was read as GAA glycogen 1%.
`CCN1CCN(C(=O)CCc2nnc3ccc(N4CCC5(CC4)OCCO5)nn23)CC1` gave GAA glycogen 3%[76.3 µM].
CC1CCN(c2ccc3nnc(CCC(=O)NCCCOC(C)C)n3n2)CC1 was read as GAA glycogen 3%.
Screening COC(=O)c1cc(S(=O)(=O)NCCc2ccc(SC)cc2)c[nH]1 returned GAA glycogen -1%[76.3 µM].
COc1ccc(C(=O)CCS(=O)(=O)c2ccc(C)cc2)cc1OC was read as GAA glycogen 0%[76.3 µM].
For O=C(O)c1sccc1Oc1ccc(NS(=O)(=O)c2cccc(F)c2)cc1 the results were GAA glycogen -6%.
CC(NC(=O)c1cc2cc(Cl)ccc2oc1=N)c1ccccc1 (centres undefined) was read as GAA glycogen 0%[76.3 µM].
For CCn1c(C)c(C)c2cc(C(=O)NCCc3ccco3)ccc21 the results were GAA glycogen -7%[76.3 µM].
For CCc1cc(=O)oc2cc(C)cc(OCC(=O)NCc3ccncc3)c12 the results were GAA glycogen -16%[76.3 µM].
O=C(O)c1ccc2c(=O)n3c(nc2c1)/C(=C/c1ccc(C(F)(F)F)cc1)CC3 was read as GAA glycogen 3%.
Screening COc1ccc(NC(=S)c2ccc3ccccc3n2)cc1 returned GAA glycogen inconclusive.
CC(C(=O)Nc1ccccc1F)N1CCN(C)CC1 (centres undefined) was read as GAA glycogen -1%.
CS(=O)(=O)c1nc(S(=O)(=O)c2ccc(Cl)cc2)c(N2CCC(C(N)=O)CC2)s1 was read as GAA glycogen 5%[76.3 µM].
O=C(Nc1ccc(F)cc1)c1ccccc1NC(=O)C1CC=CCC1C(=O)O (centres undefined) was read as GAA glycogen 1%[76.3 µM].
For COc1ccc(C2Nc3ccccc3C(=O)N2NS(C)(=O)=O)c(OC)c1 (centres undefined) the results were GAA glycogen -14%.
`O=C(NCc1ccccc1)c1cc[n+]([O-])cc1` gave GAA glycogen 0%.
CN(CC(=O)NCCCN1CCOCC1)S(=O)(=O)c1cc(Cl)ccc1Cl was read as GAA glycogen -4%[76.3 µM].
`CC12CCC(=O)N1C(C(=O)N1CCN(c3ccc(C(F)(F)F)cc3[N+](=O)[O-])CC1)CS2` (centres undefined) gave GAA glycogen -2%[76.3 µM].
Screening COCCNC(=O)CN1C(=O)NC2(CCCc3ccccc32)C1=O (centres undefined) returned GAA glycogen 4%.
Screening COc1ccccc1CCNC(=O)C1CCC(=O)N(Cc2ccccc2OC)C1 (centres undefined) returned GAA glycogen 4%[76.3 µM].
Screening CSc1ccccc1OCc1cc(C(=O)N(C)Cc2ccncn2)no1 returned GAA glycogen 0%[76.3 µM].
`C=CCn1c(CC(=O)Nc2ccc(C)cc2C)nnc1SCC(=O)N1CCOCC1` gave GAA glycogen -10%[76.3 µM].
For N=c1c(C(=O)NC2CCCCC2)cc2c(=O)n3ccccc3nc2n1Cc1cccnc1 the results were GAA glycogen 1%.
O=C(NCc1ccncc1)C(=O)NCC1OCCN1S(=O)(=O)c1ccc(Br)cc1 (centres undefined) was read as GAA glycogen 0%[76.3 µM].
Screening CC(=O)c1cccc(N(C(=O)c2ccco2)C(C(=O)NC2CCCC2)c2cccs2)c1 (centres undefined) returned GAA glycogen -4%.
For CCn1cc(C(=O)N[C@H](C(=O)NC(C)(C)CO)C(C)C)c(=O)c2cc3c(cc21)OCO3 the results were GAA glycogen -9%.
Screening CC(=O)NCc1ccc(S(=O)(=O)NC(C)CCc2ccccc2)cc1 (centres undefined) returned GAA glycogen -22%.
Screening Fc1ccc(Nc2ccnc(C(F)(F)F)c2)cc1 returned GAA glycogen -2%.
For COc1cc(C(=O)N/C(=C/c2ccc(F)cc2)C(=O)NC(C(=O)O)c2ccccc2)cc(OC)c1OC (centres undefined) the results were GAA glycogen -8%.
CCN1CCN(CC(=O)Nc2ccc(C)c(Br)c2)CC1 was read as GAA glycogen -2%.
Screening Cn1c(CC(=O)Nc2ccccc2)nnc1SCC(=O)NC1CCCC1 returned GAA glycogen 0%.
COC(=O)/C=C/c1c(C)nc(NCc2ccccc2)nc1Cl was read as GAA glycogen -3%.

Entries from the list above that have a thiophene ring, fused or not:
For O=C(Nc1nnc(C2CC2)s1)c1cccs1 the results were GAA glycogen -5%[76.3 µM].
For O=C(CSc1nnc(CNC(=O)c2cccs2)o1)Nc1ccccc1F the results were GAA glycogen 4%[76.3 µM].
For O=C(O)c1sccc1Oc1ccc(NS(=O)(=O)c2cccc(F)c2)cc1 the results were GAA glycogen -6%.
Screening CC(=O)c1cccc(N(C(=O)c2ccco2)C(C(=O)NC2CCCC2)c2cccs2)c1 (centres undefined) returned GAA glycogen -4%.

Next part:
`CN1CCN(C(c2ccc(C(F)(F)F)cc2)c2ccc3cccnc3c2O)CC1` (centres undefined) gave GAA glycogen -2%.
Screening O=C(Nc1ccc(C(=O)N2CCN(c3ccccc3)CC2)cc1)C1=CSCCO1 returned GAA glycogen -6%[76.3 µM].
For CCC1CN(C(=O)NCc2ccccc2)c2ccccc2O1 (centres undefined) the results were GAA glycogen -1%.
Cn1cc(C(=O)c2ccc(Cl)cc2Cl)cc1C(=O)NN was read as GAA glycogen -1%.
`COc1ccc(CN2CCN(C(=O)CCC(=O)Nc3nnc(C(C)C)s3)CC2)cc1F` gave GAA glycogen -17%[76.3 µM].
COc1ccc(/C(C)=N/NC(=O)CNC(=O)/C=C/c2ccccc2OC)cc1 was read as GAA glycogen 7%.
For Cc1ccc2nc(-c3ccccn3)cc(C(=O)NCCc3ccc(F)cc3)c2c1 the results were GAA glycogen 10%[76.3 µM].
For Cc1cc(C(=O)NNC(=S)NCc2ccccc2)no1 the results were GAA glycogen 2%[76.3 µM].
Screening O=C(CSc1nnc(NC(=O)C2CC(=O)N(c3ccccc3)C2)s1)NC1CCCC1 (centres undefined) returned GAA glycogen -2%[76.3 µM].
For Cc1ccc(C)c2[nH]c(=O)c(CCNC(=O)c3ccc(S(=O)(=O)N4CCOCC4)cc3)cc12 the results were GAA glycogen -14%[76.3 µM].
For Cc1ccsc1/C=C(\CC(=O)O)c1nc2ccccc2o1 the results were GAA glycogen -10%[76.3 µM].
`COc1ccc(S(=O)(=O)N(CC(=O)NCC2CCCO2)Cc2ccccc2)cc1` (centres undefined) gave GAA glycogen 4%.
Screening Cc1cc(Cl)nc(Cl)c1C(=O)NCc1ccc(Cl)cc1 returned GAA glycogen -2%.
Cc1cccc2c1-c1sc(C(=O)NCCCN3CCC(C)CC3)cc1CO2 was read as GAA glycogen 1%[76.3 µM].
For CC(=O)NC12CC3CC(C1)CC(C(=O)N1CCN(S(=O)(=O)c4cccc(F)c4)CC1)(C3)C2 the results were GAA glycogen 1%[76.3 µM].
Screening COc1ccc(CNC(=O)C2CCC(CNS(=O)(=O)c3ccc(C)cc3)CC2)cc1 (centres undefined) returned GAA glycogen -1%.
CC(C)(Oc1ccc(Cl)cc1)C(=O)N1CCN(C(=O)c2ccco2)CC1 was read as GAA glycogen -8%.
Screening CC(=O)Oc1ccc(N(C(C)=O)S(=O)(=O)c2ccc3ccccc3c2)cc1Br returned GAA glycogen -4%.

Source: PubChem
